From PubChem
CHO parental Ca = counter-screen: ATP calcium response change in parental CHO cells; 330,000 tested, 0.63% active; inhibition, % at 5.6 µM; parental CHO-K1, ATP-induced calcium, Fluo-8 fluorescence;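 active = inhibition above that plate's mean sample inhibition plus 3 SD, cut at about 26% in these data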;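 also: 0% = ATP-challenged DMSO wells and 100% = DMSO wells without ATP; some compounds past the cut are filed as inactive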
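Material: parental CHO cells / Compound: single nominal dose of 5.6 µM per compound / Signal: Fluo-8 fluorescence / Replicates: singlicate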
CHRM1 antagonist = antagonists of human M1 muscarinic receptor. P11229. CHO-K1 hM1, Fluo-8 calcium fluorescence, ACh EC80 antagonist. inhibition, % at 3 µM. 360,000 tested, 1.3% active. AID 588852;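 active = percent inhibition above its own plate's cutoff, namely the mean of that plate's compound wells plus 3 SD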;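 also: peak over basal fluorescence ratio during 140 s after agonist addition; 0% = ACh EC80 plus DMSO and 100% = DMSO alone without agonist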
Target sequence (P11229 whole entry, looked up): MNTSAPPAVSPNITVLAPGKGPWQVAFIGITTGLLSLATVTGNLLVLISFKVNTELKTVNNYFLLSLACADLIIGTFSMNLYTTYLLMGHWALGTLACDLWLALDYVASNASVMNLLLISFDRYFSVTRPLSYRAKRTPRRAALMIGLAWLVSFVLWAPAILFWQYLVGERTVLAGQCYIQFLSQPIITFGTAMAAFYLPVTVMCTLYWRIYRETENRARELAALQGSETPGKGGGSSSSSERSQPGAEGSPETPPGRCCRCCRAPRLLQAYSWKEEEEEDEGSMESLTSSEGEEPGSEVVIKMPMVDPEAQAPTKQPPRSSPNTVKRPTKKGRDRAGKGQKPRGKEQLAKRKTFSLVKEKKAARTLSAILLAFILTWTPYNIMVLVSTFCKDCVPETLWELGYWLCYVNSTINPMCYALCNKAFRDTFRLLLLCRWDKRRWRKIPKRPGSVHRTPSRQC
CHO-K1 Ca PAM = M1 PAM counterscreen hit in parental CHO-K1 cells; ATP EC20, Fluo-8 calcium fluorescence; 0% at ATP EC20, 100% at ATP max; activation, % at 3 µM; 360,000 tested, 0.02% active;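 active = activation above the run cutoff, the mean activation of all test compounds plus 3 SD, cut at about 40% in these data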;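 also: peak over basal fluorescence ratio in a 140 s read after ATP addition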
CHO-K1 Ca antag = counter-screen for M1 antagonists: effect in parental CHO-K1 cells; 360,000 tested, 0.6% active; inhibition, % at 3 µM; ATP-induced calcium, Fluo-8 fluorescence; AID 602250;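 active = inhibition above a per-plate cutoff, the plate's mean sample inhibition plus 3 SD, cut at about 24% in these data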;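 also: 0% = DMSO plus EC80 ATP and 100% = DMSO alone without ATP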
TAAR1 antag = antagonists of human TAAR1; AID 624466; Q96RJ0; 360,000 tested, 1.5% active; inhibition, % at 3 µM; CHO RD-HGA16 TAAR1, Fluo-8 calcium fluorescence, antagonist;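 active = inhibition above a per-plate cutoff, the mean inhibition of test compounds on that plate plus 3 SD, cut at about 49% in these data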;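 also: 0% = DMSO plus EC80 beta-PEA response and 100% = DMSO alone without agonist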
Target sequence (Q96RJ0 whole entry, looked up): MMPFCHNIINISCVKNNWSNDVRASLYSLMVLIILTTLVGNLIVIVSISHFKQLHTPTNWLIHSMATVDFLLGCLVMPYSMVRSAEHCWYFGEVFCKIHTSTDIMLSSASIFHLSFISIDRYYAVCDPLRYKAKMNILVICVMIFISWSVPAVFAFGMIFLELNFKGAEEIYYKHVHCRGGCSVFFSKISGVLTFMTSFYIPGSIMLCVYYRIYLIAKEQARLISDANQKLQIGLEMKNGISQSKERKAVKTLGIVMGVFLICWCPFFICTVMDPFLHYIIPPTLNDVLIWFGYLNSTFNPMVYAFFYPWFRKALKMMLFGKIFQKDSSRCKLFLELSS
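Test system: CHO RD-HGA16 cells bearing hTAAR1 | Reagent: β-PEA, EC80 | Compound dosing: 3 µM, single point | Schedule: Dye loading 75 min at 37 °C, then 30 min room temperature | Signal: Calcium fluorescence with Fluo-8 | Evaluation: Percent inhibition of PEA-evoked calcium signal, max/basal emission ratio | Control set: DMSO-only wells and EC80 β-PEA-stimulated wells | Repeats: Singlicate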
TAAR1 agonist = human TAAR1 agonism; CHO RD-HGA16 TAAR1, Fluo-8 calcium fluorescence; vehicle wells 0%, saturating PEA agonist 100%; activation, % at 3 µM; 360,000 tested, 0.99% active;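 active = activation above the mean activation of all test compounds in the run plus 3 SD, cut at about 38% in these data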
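Assay system: CHO-derived RD-HGA16 cells with stable Gα16 and human TAAR1; timing: 17-24 h seeding, 75 min 37 °C dye, 30 min RT; read-out: % activation from peak over basal fluorescence ratio, DMSO-to-PEA scaled; measured by: kinetic Fluo-8 calcium fluorescence; benchmarks: low control DMSO, high control PEA (EC100); doses: 3 µM single concentration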
M1 ag parental = M1 agonist counterscreen hit in parental CHO-K1 cells; 360,000 tested, 0.48% active; Fluo-8 calcium fluorescence; scaled to maximal ATP response, vehicle zero; activation, % at 3 µM; in the data active = activation above about 15%;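 also: untransfected CHO-K1 host cells lacking M1 receptor as counterscreen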
M1 ag = activates human CHRM1 receptor | 360,000 tested, 0.33% active | activation, % at 3 µM | P11229 | CHO-K1 hM1, Fluo-8 calcium fluorescence, agonist mode; 0% DMSO, 100% acetylcholine EC100;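 active = activation above the run's mean compound activation plus 3 SD, cut at about 16% in these data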;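 also: peak over basal fluorescence ratio within a 140 s kinetic read after compound addition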
OXTR potentiator = human OXTR potentiation; 320,000 tested, 0.061% active; activation, % at 3 µM; CHO-OTR cells, Fluo-8 calcium fluorescence, potentiator mode; 0% = oxytocin EC15, 100% = EC100; P30559;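 active = activation above that plate's cutoff, the mean activation of tested compounds plus 3 SD, cut at about 6.6% in these data, passing the limit was not always enough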;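 also: 100% uses oxytocin at 75 nM as the full agonist control; some results filed as inactive read as strong as hits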
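System: human OTR in CHO cells; Also added: sub-maximal oxytocin, roughly EC15; Timing: compound 6 min at room temperature before oxytocin, 100 s read; Technique: Fluo-8 intracellular calcium fluorescence, ex 470-495, em 515-575 nm; Controls: oxytocin EC15 low and EC100 high; Replication: singlicate.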
Starred values were filed as active, the others as inactive; . = no result given.

SMILES	CHO parental Ca	CHRM1 antagonist	CHO-K1 Ca PAM	CHO-K1 Ca antag	TAAR1 antag	TAAR1 agonist	M1 ag parental	M1 ag	OXTR potentiator
Cc1ccc(N(CC(=O)NCCc2ccccc2)S(=O)(=O)c2c(C)noc2C)cc1	-26	20	-11	-13	11	9	0.2	-5	-12
CCc1c(C)c2cc(Cl)c(O)c(CN3CCCC3)c2oc1=O	.	-17	-5	-14	-27	-1	-0.8	-5	.
COC(=O)c1cc(S(=O)(=O)N2CCN(c3ccc(C(C)=O)cc3)CC2)c[nH]1	-4	-7	-13	15	23	0	2.8	1	-3
Cc1c(C(C)C[C@H](C)O)oc(=O)c2c1Oc1c(C)c(C(C)C[C@H](C)O)oc(=O)c1C2 (stereo not given in full)	-1	0	-3	3	-16	13	-0.1	-9	7
Cc1ccc2ccccc2c1C(O)c1ncc(-c2cccc(F)c2)[nH]1 (stereo not given)	.	13	6	5	-9	13	1.4	-2	.
O=C(NCCCl)C1Cc2c(ccc3ccccc23)O1 (stereo not given)	-4	3	20	-14	12	6	1.0	-4	-11
Cc1c(C(=O)NCc2ccc3c(c2)OCCO3)sc(=O)n1Cc1ccc(C(=O)N(C)C)cc1	.	9	15	-5	0	6	6.3	-3	.
Cc1cc(S(=O)(=O)N2CCCCC2)c(C)s1	-12	-6	5	-21	-25	15	1.2	-4	-5
COc1cc2c(cc1OC)C(C(=O)NCCN1CCOCC1)C1c3ccccc3CCN1C2=O (stereo not given)	3	-18	12	-14	7	5	0.5	-2	-12
CCOc1cc(Cl)c(NC(C)=O)cc1OCC	9	-3	2	-9	-12	10	-0.1	-1	-2
Cc1cccc(-c2nc3ccccc3c(=O)n2NC(=O)c2cccnc2Cl)c1	-14	-13	28	-16	-7	1	1.7	3	-10
COc1cccc(C(=O)Nc2ccc(S(=O)(=O)Nc3nccc(C)n3)cc2)c1	-3	12	-6	12	8	2	-0.1	-5	2
CCN1CCN(C(=O)c2ccc(Sc3ccccc3Cl)c([N+](=O)[O-])c2)CC1	-15	21	18	-10	3	15	5.2	-10	-4
CCCN=C1N/C(=C\c2ccco2)C(=O)N1c1ccccc1	-6	-5	21	-10	3	2	0.4	-3	5
Cc1ccc(-c2nc3ccc(C(=O)O)cc3nc2-c2ccc(C)cc2)cc1	-4	-13	-8	12	-14	1	-0.1	-2	5
COCCOC(=O)c1[nH]c2c(c1C)C(=O)CC(c1ccc(F)cc1)C2 (stereo not given)	-4	6	-6	6	14	3	5.1	0	-7
NS(=O)(=O)c1cccc(NC(=O)c2cccc(N3C(=O)c4ccccc4C3=O)c2)c1	-19	-4	16	-12	-3	1	0.5	-6	-7
Cc1cccc(C)c1-n1nnnc1SCC(=O)N1CCNC1=O	.	2	-25	0	9	2	1.2	2	.
O=C(N/N=C/c1ccccc1)c1ccc(OCc2ccccc2)cc1	13	-1	25	-14	45	27	1.1	0	-8
CC1=C(C(=O)N2CCCCCC2)CC(CC(=O)NCc2cccs2)C(=O)N1Cc1ccccc1 (stereo not given)	.	-3	-3	9	-4	-1	-0.7	-4	.
Cc1cc(C)c(C)c(C(=O)C(=O)c2ccccc2)c1	.	-13	16	-11	6	1	0.4	-2	.
CC(C)(C)NC(=O)CN1CCCN(C(=O)c2cccc(S(=O)(=O)N3CCc4ccccc43)c2)CC1	-29	-6	11	-12	7	-2	0.3	-9	-11
O=C(CN1CCN(Cc2ccccc2)CC1)N1CCCc2ccccc21	-8	-3	6	5	-15	3	-0.4	-9	-9
CCn1c(SCC(=O)Nc2cccnc2Cl)nnc1-c1ccccc1	-2	-8	9	0	8	0	0.9	-4	-2
O=C1ON=C(c2ccc(Cl)c([N+](=O)[O-])c2)/C1=C/c1cccc([N+](=O)[O-])c1O	-5	-3	16	-10	-12	7	0.7	-1	-1

The listing continues:
SMILES	CHO parental Ca	CHRM1 antagonist	CHO-K1 Ca PAM	CHO-K1 Ca antag	TAAR1 antag	TAAR1 agonist	M1 ag parental	M1 ag	OXTR potentiator
CCOc1ccccc1NC(=O)Nc1ccc(OC)nc1	.	-21	-2	-2	-3	2	0.7	-2	.
Cc1ccccc1S(=O)(=O)NC(=O)C1(C)CCN1C(=O)CCc1ccccc1 (stereo not given)	.	-16	14	5	-21	7	0.8	0	.
O=C(C1CCN(S(=O)(=O)N2CCCC2)CC1)N1CCCCC1	-11	14	3	-16	-23	2	0.6	0	-5
O=C(N/N=C/c1ccncc1)c1cc([N+](=O)[O-])cc([N+](=O)[O-])c1O	-5	-7	0	3	-3	1	0.0	-1	1
Cc1cc(C)n2nc(-c3cccnc3)nc2n1	-3	-4	22	2	6	-1	7.0	0	-3
NC(=O)C1CCN(C(=O)NC2CC(=O)N(c3ccc4c(c3)OCCO4)C2)CC1 (stereo not given)	0	-10	-1	12	-18	1	9.8	-2	2
COc1ccc(CC(=O)NCCc2ccc(S(N)(=O)=O)cc2)cc1	-2	-2	16	-2	1	3	-0.2	-1	-4
COc1ccc(CNC(=O)CCn2c(C)csc2=O)cc1	-12	-4	14	-14	-26	5	1.0	-4	3
COc1cc(NC2c3ccccc3C(=O)N2c2cc(C)ccn2)cc(OC)c1OC (stereo not given)	-12	-14	16	1	-15	0	0.7	-2	-8
Cc1ccc(N/C=C/C(=O)C(C)(C)C)c(O)c1	-6	4	-12	0	.	.	0.1	-3	-6
Cc1ccc(NS(=O)(=O)c2ccc(-n3cccn3)cc2)nc1	-18	-7	12	31*	-19	0	1.6	-4	-9
CC(=O)c1cccc(N(CC(=O)NC2CCCCC2)C(=O)Cn2nnc(-c3ccccc3)n2)c1	-16	-15	17	-17	-8	8	0.6	-2	1
CCOc1ccc(N(C)S(=O)(=O)c2ccc3[nH]cc(C(=O)NCCOC)c(=O)c3c2)cc1	-10	2	-4	-8	39	13	3.5	-2	-4
C#CCOC(=O)Nc1cnccc1C(F)(F)F	-9	12	5	-5	-10	11	2.1	-1	1
COc1ccc([C@@H]2C=C(C(=O)O)O[C@H](OCCCCO)C2)cc1	8	-5	9	-7	9	2	0.3	-3	-12
CCN(CC)c1ccc(NC2CC(=O)N(CCc3ccc(OC)cc3)C2=O)cc1 (stereo not given)	-29	-22	-16	-5	-7	1	-0.2	-4	-4
CC(C)=CC(=O)OCC(=O)Nc1cc([N+](=O)[O-])ccc1F	0	1	-14	7	-12	2	-0.3	-2	-2
COc1ccc(C2CC(c3ccc(Cl)c(Cl)c3)Nc3nc(N)nn32)cc1 (stereo not given)	-13	-4	4	12	6	4	0.9	-3	-6
Cc1ccc2[nH]c(=O)c(CN(CCO)Cc3nnnn3CCc3ccccc3)cc2c1	-19	-40	20	-13	-15	9	0.2	-2	-10
COc1ccc(S(=O)(=O)Cc2ccc(C(=O)N3CC(C)CC(C)C3)o2)cc1 (stereo not given)	-24	-17	18	-1	-6	33	0.9	-6	-14
COCCNC(=O)CCN1N=C(c2ccccc2)CCC1=O	-8	-1	-5	-11	-14	2	0.2	-4	-7
COc1ccc(C(=O)NC(=S)Nc2nc(-c3ccc(OC)c(Br)c3)cs2)cc1Br	-13	20	12	1	-10	0	0.0	-1	-5
N#Cc1ccc(OS(=O)(=O)c2ccc(-c3ccon3)s2)cc1	34*	-4	3	23	3	2	2.6	-4	-15
CC(=O)Nc1ccc(SCc2ncc(-c3ccccc3)o2)cc1	-10	-13	8	-20	1	2	5.2	1	-9
O=C(CSc1cccc2cccnc12)N/N=C/c1cccc(O)c1	-9	-2	-3	5	28	12	3.0	1	-7

The results go on.
SMILES	CHO parental Ca	CHRM1 antagonist	CHO-K1 Ca PAM	CHO-K1 Ca antag	TAAR1 antag	TAAR1 agonist	M1 ag parental	M1 ag	OXTR potentiator
CCOC(=O)C1=C(C)N(CCC(=O)O)C(=O)NC1c1ccccc1Cl (stereo not given)	-10	3	9	-11	9	2	0.6	-6	8
CC/C(Cc1ccccc1)=N/NC(=O)CCn1nnc2ccccc21	-13	-6	22	-1	1	3	0.7	-6	-5
COCCN(CC1CCCN(C2Cc3ccccc3C2)C1)C(=O)CCC(F)(F)F (stereo not given)	-9	-13	13	-7	-1	-2	0.1	-10	2
O=C(CNC(=O)c1ccc(F)cc1)c1ccccc1	4	-4	6	-6	-13	0	0.7	-2	-5
Cc1ccccc1-c1cnc(C(O)c2cccc(C)c2C)[nH]1 (stereo not given)	.	-2	1	0	-11	2	0.3	-4	.
Cn1c(/C(C#N)=C(\O)c2ccc(Br)s2)nc2ccccc21	-4	-2	-8	-6	-11	2	1.3	-1	-5
CCCCCOC(=O)Cn1c(=O)oc2ccccc21	-1	-8	10	1	-33	1	0.3	-8	-5
CCOc1cc(/C=N/NC(=O)c2cccnc2)ccc1O	-2	6	-20	4	-10	0	0.4	-2	-4
COc1cccc(-n2nc3c(=O)n(Cc4ccccc4Cl)nc(C)c3c2C)c1	-11	-7	21	-2	2	-2	0.2	-6	-1
Cc1ccc2c(CN3CCN(Cc4ccccc4)CC3)cc(=O)oc2c1	-15	-2	1	-3	-4	8	0.2	-10	-19
COC(=O)c1c(NC(=S)NN2CCOCC2)sc2c1CCCC2	-24	-12	22	-8	-17	18	0.2	-6	-10
CCOc1c(S(=O)(=O)N2CCCC2)ccc(Cl)c1Cl	-1	-24	6	-1	11	4	0.3	-5	-11
O=C1Nc2cc(Cl)ccc2C1(N1CCNCC1)C(F)(F)F (stereo not given)	-13	6	11	-2	12	0	0.5	-7	-1
O=C(CSc1nc2ccccc2o1)c1ccc2c(c1)OCCO2	-11	-17	11	-10	-7	6	0.1	-3	-11
CN(C)C=Nc1ccc2nc3c(cc2c1)[nH]c1ccccc13	-2	-10	-2	-4	-3	2	0.4	-4	-11

Reprinted from the results shown (seven entries):
SMILES	CHO parental Ca	CHRM1 antagonist	CHO-K1 Ca PAM	CHO-K1 Ca antag	TAAR1 antag	TAAR1 agonist	M1 ag parental	M1 ag	OXTR potentiator
COc1cccc(-n2nc3c(=O)n(Cc4ccccc4Cl)nc(C)c3c2C)c1	-11	-7	21	-2	2	-2	0.2	-6	-1
Cc1ccc2c(CN3CCN(Cc4ccccc4)CC3)cc(=O)oc2c1	-15	-2	1	-3	-4	8	0.2	-10	-19
COC(=O)c1c(NC(=S)NN2CCOCC2)sc2c1CCCC2	-24	-12	22	-8	-17	18	0.2	-6	-10
CCOc1c(S(=O)(=O)N2CCCC2)ccc(Cl)c1Cl	-1	-24	6	-1	11	4	0.3	-5	-11
O=C1Nc2cc(Cl)ccc2C1(N1CCNCC1)C(F)(F)F (stereo not given)	-13	6	11	-2	12	0	0.5	-7	-1
O=C(CSc1nc2ccccc2o1)c1ccc2c(c1)OCCO2	-11	-17	11	-10	-7	6	0.1	-3	-11
CN(C)C=Nc1ccc2nc3c(cc2c1)[nH]c1ccccc13	-2	-10	-2	-4	-3	2	0.4	-4	-11
